Screens (PubChem BioAssay)
KOR beta-arrestin-1 – kappa opioid receptor activators – cell-based, luminescence, uHTS, primary screen (AID 1777); one-dose activation, % at 10 µM; EC50 in µM for titrated hits; hit rate 0.02% among 280,000; KOR beta-arrestin recruitment, luminescence; higher % means a stronger effect; in the data active means activation above about 50%, passing the limit was not always enough; further: a part of the inactive calls stands beside numbers as strong as those of hits
NOD1 inhibition – inhibition of NOD1-driven NF-kB reporter – cell-based, luminescence, uHTS, primary screen (AID 1578). one-dose inhibition, % at 4 µM; EC50 in µM for titrated hits. NOD1-driven NF-kB luciferase reporter cells, luminescence; higher % means a stronger effect. hit rate 1% among 290,000; in the data active means inhibition mostly above about 36%, no sharp cut-off; inactive means mostly below about 34%;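 further: HEK-293T reporter cells stimulated with the NOD1 agonist gamma-tri-DAP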
GPR55 beta-arrestin – selective activators of receptor GPR55 – imaging, U2OS cells, beta-arrestin-GFP redistribution, primary screen (AID 1961); U2OS GPR55 beta-arrestin-GFP redistribution imaging; higher % means a stronger effect; one-dose activation, % at 10 µM; EC50 in µM for titrated hits; hit rate 0.048% among 290,000;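 active means activation above 40% with more than 50 cells counted in the well; inconclusive means wells holding fewer than 50 cells, flagged as toxic or sparse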;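 further: U2OS osteosarcoma cells stably expressing GPR55 and beta-arrestin-GFP; plate controls were DMSO negative control for no effect and LPI positive control for full effect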
GPR55 antagonists – GPR55 antagonists blocking LPI-driven arrestin recruitment, primary screen, imaging, U2OS, beta-arrestin-GFP, LPI agonist (AID 2013). U2OS GPR55 beta-arrestin-GFP translocation imaging, LPI antagonism; higher % means a stronger effect. one-dose inhibition, % at 10 µM; IC50 in µM for titrated hits. hit rate 0.13% among 290,000;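 active means spots per cell inhibited over 60%, with over 100 cells counted and total cytoplasm intensity under 500,000; inconclusive means wells with under 100 cells, flagged as likely toxic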;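 further: U2OS cells stably carrying GPR55 and arrestin-GFP stimulated by 5 µM LPI near EC80; imaged beta-arrestin-GFP aggregate spots per cell after agonist stimulation; plate controls were LPI-stimulated DMSO wells for no effect and DMSO wells without LPI for full effect; some results filed as inactive read as strong as hits; confirmed hits need IC50 under 10 µM and bright autofluorescent wells are also inconclusive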
KOR beta-arrestin-2 – KOR antagonists, beta-arrestin recruitment, cell-based, luminescence, uHTS (AID 1778). KOR beta-arrestin recruitment, luminescence, antagonist mode; higher % means a stronger effect. inhibition, % at 10 µM; hits with a dose series show IC50 in µM. hit rate 0.091% among 290,000; further: strong numbers were not always called active
NOD2 inhibition – NOD2 signaling inhibitors, cell-based, luminescence, uHTS, HEK293 (AID 1566) | HEK293 NOD2/NF-kB luciferase reporter, luminescence; higher % means a stronger effect | inhibition, % at 4 µM; hits with a dose series show EC50 in µM | hit rate 0.63% among 290,000; further: many of its hits are not listed in these tables
NTR1 agonist – agonists of NTR1, primary screen, imaging, U2OS cells, beta-arrestin-GFP, high content (AID 493036). P30989. hit rate 0.17% among 330,000. activation, % at 20 µM. NTR1-U2OS beta-arrestin-GFP spot imaging, agonist mode;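 active means activation at or above 40% of the spot to cytoplasm intensity ratio, with at least 20 cells analyzed; inconclusive means wells under 20 cells, flagged as cytotoxic or low count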;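 further: 0% = DMSO without peptide and 100% = 100 nM NTR1 peptide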
Target sequence (P30989 whole entry, looked up): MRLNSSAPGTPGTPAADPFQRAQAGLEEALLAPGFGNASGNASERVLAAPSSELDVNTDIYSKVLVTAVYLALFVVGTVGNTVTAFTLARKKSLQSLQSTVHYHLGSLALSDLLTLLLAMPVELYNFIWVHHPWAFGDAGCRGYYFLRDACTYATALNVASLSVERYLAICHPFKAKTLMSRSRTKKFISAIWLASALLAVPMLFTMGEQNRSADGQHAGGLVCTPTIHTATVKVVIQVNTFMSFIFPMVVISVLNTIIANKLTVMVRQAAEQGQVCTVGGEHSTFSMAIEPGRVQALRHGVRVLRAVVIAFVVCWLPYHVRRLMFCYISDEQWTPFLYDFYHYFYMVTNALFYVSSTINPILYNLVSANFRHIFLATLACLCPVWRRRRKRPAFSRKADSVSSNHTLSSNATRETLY
T cell modulator – T cell immune modulation candidate. 2C CD8+ T cell-vesicle binding, flow cytometry; active compounds read low. calls only at 7 µM. hit rate 0.068% among 330,000. AID 2052;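 active means response, share of CD8 T cells binding vesicles, and their 90th percentile fluorescence all below set limits, cut at about 80% in these data, passing the limit was not always enough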
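Material: murine 2C transgenic CD8+ T lymphocytes / Also added: QL9-peptide-loaded Drosophila micro-vesicles bearing Ld, ICAM-1 and B7-1 / Schedule: binding step 1.5 h, 37 °C, antibody labelling 20 min, ice / Signal: flow cytometry, PE anti-B7-1 (FL2) versus Alexa647 anti-CD8 (FL8), PFA-fixed / Evaluation: percent CD8+ FL2 mean versus row control / Benchmarks: naked versus QL9-loaded vesicles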
Myeloid diff 2 – myeloid differentiation induction; ER-HoxA9 myeloid progenitors, lysozyme-GFP differentiation, flow cytometry; calls only at 10 µM; hit rate 1% among 360,000; AID 624256;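 active means normalized GFP-positive differentiation at or above the plate's own cutoff, the solvent-only control mean plus 3 SD; inconclusive means no clear call, values can overlap the other calls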;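 further: cells exposed to compound for four days before flow analysis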
T cell modulator vesicle-bound % – further read-out of T cell modulator, marked with its call; double positive events, %; measured here: CD8+ vesicle-bound cell fraction;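 binding gate set so that unloaded-vesicle control wells show 10% double positive cells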
NTR1 agonist cell count 20 µM – second read-out of NTR1 agonist, no call of its own (marks repeat the call); cell count; measured here: cell count, cytotoxicity flag
Myeloid diff 2 GFP+ MAC1+ % – second read-out of Myeloid diff 2, no call of its own (marks repeat the call); GFP+ MAC1+ double positive, %; measured here: differentiation confirmed by MAC1 staining
An asterisk follows results filed as active; i = inactive; ? = inconclusive; · = no result given; + = active, no number; [ ] = remark or other dose. Unless noted, no stated cut-off is given here; in the data, active means inhibition above about 50%; inactive means the rest. This is a subset; rates above refer to the full screens.

SMILES	KOR beta-arrestin-1	NOD1 inhibition	GPR55 beta-arrestin	GPR55 antagonists	KOR beta-arrestin-2	NOD2 inhibition	NTR1 agonist	NTR1 agonist cell count 20 µM	T cell modulator	T cell modulator vesicle-bound %	Myeloid diff 2	Myeloid diff 2 GFP+ MAC1+ %
COc1cc2c(cc1OC)C(c1ccccc1)N(C(=O)c1ccco1)CC2 (stereo unspecified)	0.7%	4%	-0.1%	4%	-35%	-3%	-6.2	41	i	24	i	1.8
COc1ccc(Cc2nc(-c3ccc(Br)o3)no2)cc1OC	-6.1%	-16%	-0.2%	-10%	18%	-26%	-1.0	58	i	30	i	1.9
Cc1cc(SCC(=O)N/N=C/c2ccc(O)c(O)c2O)c(C)cc1Br	1.2%	-6%	-0.1%	8%	-11%	4%	0.6	81	i	27	+	4.0*
Clc1ccc2c(NCc3ccccn3)ncnc2c1	-2.9%	10%	0.6%	5%	-13%	-16%	1.8	68	i	2	i	0.6
CC(C(=O)O)N1C(=O)CSc2ncccc21 (stereo unspecified)	-0.8%	-1%	0.0%	30%	3%	8%	0.0	43	i	30	i	1.1
COc1ccc(CNC(=O)CN2C(=O)c3ccc([N+](=O)[O-])cc3C2=O)cc1	-5.4%	-5%	-0.2%	3%	16%	-2%	0.6	45	i	22	i	1.7
O=C(COc1ccc([N+](=O)[O-])cc1Cl)NCCc1ccccc1	2.3%	-23%	0.0%	-9%	-33%	7%	0.7	41	i	49	i	0.4
Cn1c(CN2CCN(S(C)(=O)=O)CC2)nc2cc([N+](=O)[O-])ccc21	-6.3%	-3%	0.3%	1%	-14%	2%	-0.5	71	i	52	i	0.5
CCCn1c(=O)c2ccccc2n2c(SCC(=O)c3cc(C)n(CC4CCCO4)c3C)nnc12 (stereo unspecified)	3.0%	-26%	0.7%	1%	-2%	-1%	·	·	·	·	·	·
COc1ccccc1N1CCN(C2CC(=O)N(c3cccc(Cl)c3)C2=O)CC1 (stereo unspecified)	-1.2%	-33%	-0.3%	3%	-5%[20 µM]	-1%	0.5	57	i	62	i	0.4
COC(=O)c1c(NC(NC(=O)C(C)(C)C)C(Cl)(Cl)Cl)sc2c1CCC2 (stereo unspecified)	-2.1%	15%	-0.1%	2µM*	7%	6%	12	47	i	47	i	0.6
COC(=O)c1ccc(CN2CCC(Oc3cccc(C(=O)N4CCOCC4)c3)CC2)cc1	2.6%	-4%	0.0%	-2%	16%	19%	-0.8	64	i	55	i	1.1
CCOC(=O)c1cn[nH]c1NC(=S)Nc1ccc(OC)cc1	·	6%	-0.1%	0%	14%	-105%	0.5	38	i	35	i	0.6
O=C(Nc1ccc(-c2nnco2)cc1)c1ccccc1	-2.4%	-35%	0.5%	2%	36%	-4%	-2.0	60	i	60	i	1.8
COCCNC(=S)N/N=C(\C)c1ccc(OC)cc1	1.0%	-36%	0.2%	-4%	19%	-8%	1.0	59	i	27	i	0.9
COc1cc(/C=C2\SC(=Nc3ccc(F)cc3)N(c3ccc(F)cc3)C2=O)ccc1OCC(=O)O	-3.2%	-22%	-0.2%	11%	-7%	7%	1.7	47	i	16	·	·
COc1ccc(NS(=O)(=O)c2cc(NC(=O)C3CC3)ccc2N2CCCCC2)cc1	-4.7%	-24%	1.1%	-4%	42%	30%	0.0	39	i	26	+	0.7*
COc1ccc(CC(=O)NNC(=S)Nc2ccccc2)cc1Br	-1.9%	-20%	-0.1%	3%	-9%	-2%	0.9	69	i	6	i	0.6
CCOc1ccc(NC(=O)c2cc(OC)nc3ccccc23)cc1	-2.9%	0%	0.2%	-20%	-72%	-2%	4.1	99	i	27	?	·
Cc1cc(C(=O)Nn2cnc3ccccc3c2=O)ccc1[N+](=O)[O-]	0.7%	-45%	0.0%	-6%	-28%	-3%	-0.9	94	i	29	i	0.2
Fc1ccccc1NC(=S)N1CCCCC1	-0.5%	-17%	-0.2%	4%	-35%	7%	3.4	75	i	42	i	0.2
COCC(C)NC(=O)c1ccc(-n2nc(C(F)(F)F)cc2-c2cccs2)cc1 (stereo unspecified)	4.4%	10%	-0.1%	11%	-3%	3%	1.4	89	i	38	i	0.8
CC(=O)Nc1ccc(NC(=O)COC(=O)c2ccc(C)s2)cc1	-7.0%	5%	0.2%	-15%	37%	8%	-1.4	54	i	23	i	0.8
COc1ccc(NC(=O)Cn2nnc(C(=O)Nc3ccccc3C)c2N)cc1	-3.7%	-30%	0.0%	-2%	-6%	0%	-0.2	98	i	56	i	0.3
O=S1(=O)N=C(N/N=C/C=C/c2ccccc2)c2ccccc21	-4.7%	-13%	0.2%	6%	6%	10%	-0.8	52	i	38	i	0.8

3 entries out of the list above, ordered by the value under NOD2 inhibition, high to low:
molecule | KOR beta-arrestin-1 | NOD1 inhibition | KOR beta-arrestin-2 | NOD2 inhibition | T cell modulator | T cell modulator vesicle-bound % | Myeloid diff 2 GFP+ MAC1+ %
Fc1ccccc1NC(=S)N1CCCCC1 | -0.5% | -17% | -35% | 7% | i | 42 | 0.2
COC(=O)c1c(NC(NC(=O)C(C)(C)C)C(Cl)(Cl)Cl)sc2c1CCC2 (stereo unspecified) | -2.1% | 15% | 7% | 6% | i | 47 | 0.6
COCCNC(=S)N/N=C(\C)c1ccc(OC)cc1 | 1.0% | -36% | 19% | -8% | i | 27 | 0.9

Continuation:
SMILES	KOR beta-arrestin-1	NOD1 inhibition	GPR55 beta-arrestin	GPR55 antagonists	KOR beta-arrestin-2	NOD2 inhibition	NTR1 agonist	NTR1 agonist cell count 20 µM	T cell modulator	T cell modulator vesicle-bound %	Myeloid diff 2	Myeloid diff 2 GFP+ MAC1+ %
CC(C)(O)C(=O)N/N=C\c1ccc(OC/C=C/c2ccccc2)cc1	4.1%	-51%	-0.1%	11%	-11%	-21%	0.0	80	i	66	i	0.8
Cc1cc(C)cc(NC(=S)NC2CC3CCCC(C2)N3C2CC2)c1 (stereo unspecified)	-3.7%	-22%	-0.1%	9%	-61%[20 µM]	11%	0.8	46	i	10	i	1.0
Cn1c(=O)c2c(SCC(=O)NCc3ccco3)nc(-c3ccccc3Cl)nc2n(C)c1=O	3.5%	-24%	0.3%	0%	-12%	15%	2.2	61	i	68	i	1.2
Cc1cc(C)cc(NC(=O)CCCSc2nc3ccccc3[nH]2)c1	1.0%	3%	-0.3%	6%	32%	11%	-0.5	41	i	37	i	0.1
CCN(CC)c1ccc2c(Nc3ccccc3)c(C=O)c(=O)oc2c1	·	0%	0.2%	4%	-33%[20 µM]	0%	-2.4	36	i	33	i	0.6
Cc1ccc(S(=O)(=O)Oc2cccc(/C=N/Nc3ccc(C(=O)O)cc3)c2)cc1	2.4%	-5%	0.2%	22%	12%	4%	-0.2	58	i	56	i	0.2
COCCNC(=S)N1CCN(c2cccc(C)c2C)CC1	3.1%	-18%	1.0%	5%	-31%	3%	4.2	41	i	37	i	0.2
Cc1ccc(S(=O)(=O)NCCn2nc(C)cc2C)cc1	0.9%	-20%	0.4%	9%	-19%	-2%	-0.3	60	i	31	·	·
COc1ccc(/C=C(\C#N)C(=O)OCC(=O)N2CC(C)OC(C)C2)cc1 (stereo unspecified)	-3.0%	-22%	-0.1%	7%	12%	13%	-1.1	37	i	28	i	0.4
CSc1ccccc1C(=O)NCCSc1ccc(C)cc1	11%	-7%	-0.1%	-5%	3%	-2%	-0.7	43	i	19	i	0.6
COc1cccc(N2C(=O)C(c3ccccc3)=C(c3nc4ccccc4s3)C2NC(C)=O)c1 (stereo unspecified)	1.5%	10%	-0.1%	1%	24%	9%	11	86	i	45	i	2.1
COc1ccccc1NC(=O)c1c(Br)cnn1C	-0.8%	-8%	-0.1%	-15%	-1%	12%	0.4	79	i	53	i	0.0
O=C(NCc1ccccc1)C1CCCN1S(=O)(=O)c1ccc(F)cc1 (stereo unspecified)	2.5%	·	-0.1%	-8%	-43%	·	0.7	57	i	50	·	·
COc1ccccc1N(CC(O)Cn1ccnc1C)S(=O)(=O)c1ccc(C)cc1 (stereo unspecified)	-2.0%	-21%	0.1%	10%	42%[20 µM]	5%	0.1	42	i	29	i	0.2
O=S(=O)(/C=C/c1ccccc1)NCCc1ccccn1	3.6%	-9%	0.0%	7%	-35%	-23%	-0.8	43	i	41	i	0.6
O=C(c1cccc(F)c1)N1CCN(S(=O)(=O)c2ccc(C(F)(F)F)cc2)CC1	-5.2%	-10%	-0.3%	10%	-14%	26%	0.8	86	i	9	i	4.7
Cc1ccc(-n2c(SCC(=O)O)nc3sc4c(c3c2=O)CCCC4)cc1	·	-19%	-0.1%	15%	-40%[20 µM]	13%	-0.9	48	i	33	i	1.1
CCOc1ccc(CNC2CCCc3ccccc32)cc1 (stereo unspecified)	-5.6%	-24%	-0.2%	-1%	34%	-5%	0.3	33	i	18	i	0.3
O=C(Nn1cnnc1)c1ccccc1F	0.3%	-25%	-0.3%	4%	-34%[20 µM]	-2%	0.1	55	i	48	i	0.2
COC(=O)c1cccc(C23CC4(C2)[C@H](CN(Cc2ccc(-c5ccccc5)cc2)[C@@H]4c2ccccc2)C3c2ccccc2)c1 (stereo partly specified)	5.7%	-10%	-0.1%	3%	10%	-2%	-0.2	105	i	27	i	0.7
Cc1nc(Cl)c(C(=O)NC(=O)NCc2ccccc2)c(C)c1Cl	-2.5%	-15%	0.2%	8%	25%	11%	3.0	64	+	17*	i	0.5
CC1(C)C2CC=C(/C=N/NC(=O)c3ccccc3O)C1C2 (stereo unspecified)	7.1%	-14%	-0.3%	-4%	-7%	-1%	0.6	85	i	35	i	0.5
O=C(CCc1c[nH]c2ccccc12)N1CCCC1	3.2%	-9%	-0.2%	-20%	-34%	-7%	0.8	59	i	34	i	1.7
